# TRPV1 agonist = agonists of human vanilloid receptor 1 (TRPV1). TRPV1-expressing cells, Fluo-8 calcium influx, agonist mode. 320,000 compounds, 0.19% hits. activation, % at 8.33 µM. Q8NER1; in the data active means activation above about 80%; inconclusive means between about 30% and that limit; further: 0% is about no effect
#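 Cells expressing TRPV1 were dye-loaded with Fluo-8 and read kinetically: 10 s baseline, 3 min after compound (agonist portion), then 2 min after EC20 capsaicin (allosteric enhancer portion). Calcium-bound dye fluorescence at 480/520 nm.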
# B2AR arrestin = agonists driving beta-arrestin recruitment to human beta2-adrenergic receptor. P07550. beta-arrestin recruitment to beta2AR, cell-based reporter. Potency, µM (titrated, usually from 46.1 µM), for inactives: at the top dose activation, actives largely listed as activators. 330,000 compounds, 0.02% hits;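 further: potency means the concentration at half of the fitted maximal effect; 0% = DMSO controls and full agonism = EC100 isoproterenol or metaproterenol; nearly all actives have a fitted effect of over 65% in size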
# Target sequence (P07550 whole entry, looked up): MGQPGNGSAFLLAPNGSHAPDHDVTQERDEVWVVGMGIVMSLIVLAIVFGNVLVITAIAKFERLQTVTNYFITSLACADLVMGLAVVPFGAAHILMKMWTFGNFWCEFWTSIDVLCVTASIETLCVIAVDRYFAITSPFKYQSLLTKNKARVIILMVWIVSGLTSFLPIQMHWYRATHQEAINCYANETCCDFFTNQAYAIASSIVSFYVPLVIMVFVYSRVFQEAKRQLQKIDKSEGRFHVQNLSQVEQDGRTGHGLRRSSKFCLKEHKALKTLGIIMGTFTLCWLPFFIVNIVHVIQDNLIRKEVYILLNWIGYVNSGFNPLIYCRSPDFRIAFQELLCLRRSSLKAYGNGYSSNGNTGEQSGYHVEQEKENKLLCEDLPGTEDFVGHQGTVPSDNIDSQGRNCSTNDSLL
# AT treatment = candidate therapy for ataxia-telangiectasia; 320,000 compounds, 0.19% hits; Potency, µM (doses to about 57.5 µM), for the others: at the top dose activation, actives largely listed as activators; AID 485349; […] A-T fibroblasts, KAP-1 phosphorylation AlphaLISA; neocarzinostatin DNA damage 30 min before lysis; further: potency means the concentration at half of the fitted maximal effect; % of control where 0% means no effect; nearly all actives have a fitted effect of over 45% in size
#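 ATM-like activity read as KAP-1 phosphorylation via AlphaLISA donor/acceptor antibody pairs after lysis and 6 hr at 25C. Cells were ATM-null patient fibroblasts ([…], hTERT), dosed 60 min, then exposed to the DSB inducer NCS for 30 min.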
# Integrin act MD = activators of alpha7 integrin expression for muscular dystrophy; alpha7betagal myoblasts, beta-gal FDG fluorescence, 48 h; Potency, µM (highest dose often 38.3 µM), without a hit: at the top dose activation, actives largely listed as activators; 350,000 compounds, 0.064% hits;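 further: potency means the concentration at half of the fitted maximal effect; 100% = response of the positive control SU9516; nearly all actives have a fitted effect of over 60% in size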
#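 alpha7betagal+/- myoblasts (passage 13, 250/well) treated 48 h at 37C with compounds at 1:260 dilution of DMSO stock. Lysed, then beta-galactosidase activity read as FDG fluorescence (ex 480/em 540) after 30 min, with pre-read for autofluorescence.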
# TSG101-PTAP inh = blocks PTAP/TSG101 interaction to inhibit HIV-1 budding. Fluorescence polarization, FITC-PTAP peptide / Tsg101 binding. Potency, µM (top dose mostly 115 µM), for inactives: top-dose activity change, negative = inhibition, usual class: inhibitors. 340,000 tested, under 10 active. AID 493005; active means well fitted inhibition curve with a large enough effect in the main read-out, with a control signal flat, not every such curve was filed as active; inconclusive means small, poorly fitted or top-dose-only effect, or effect the other way, or a change in a side signal; inactive means no such curve, though single readings can be large or run the other way; further: potency means the concentration at half of the fitted maximal effect; % of control where 0% means no effect
# Target sequence (Q99816 whole entry, looked up): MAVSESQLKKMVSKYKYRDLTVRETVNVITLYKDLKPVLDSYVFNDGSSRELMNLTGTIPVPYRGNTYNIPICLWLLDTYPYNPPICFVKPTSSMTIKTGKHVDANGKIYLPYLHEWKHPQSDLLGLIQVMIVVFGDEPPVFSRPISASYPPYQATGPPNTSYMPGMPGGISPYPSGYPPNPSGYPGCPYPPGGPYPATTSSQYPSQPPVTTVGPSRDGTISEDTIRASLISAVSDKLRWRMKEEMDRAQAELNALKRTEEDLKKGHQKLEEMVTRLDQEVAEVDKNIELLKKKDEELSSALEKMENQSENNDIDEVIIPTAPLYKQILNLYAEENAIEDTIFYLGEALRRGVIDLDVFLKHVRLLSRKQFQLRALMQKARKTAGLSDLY
#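 Steps: Tsg101 binding domain dispensed (10 uM final), compounds pinned in DMSO, FITC-labeled PTAP-motif peptide added (50 nM final); after 20 min binding at room temperature, polarization measured.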
# TCR activator = activates T cell receptor signaling; primary human leukocytes, anti-CD3, IL-2 HTRF, 48 h; Potency, µM (top dose mostly 9.22 µM), for the others: at the top dose activation of IL-2 secretion, actives largely listed as activators; 330,000 tested, under 10 active; AID 504894; further: % of control where 0% means no effect
#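 Activity was scored as IL-2 release from primary human leukocytes given only a TCR signal (a-CD3 beads) plus compound for 48 hr. Detection used a two-antibody HTRF format read at 665nm.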
# ELG1 DNA repair = blocks ELG1-dependent DNA repair in HEK293T cells | 330,000 compounds, 2.3% hits | Potency, µM (highest dose often 46.1 µM), inactives show top-dose activity change, negative = inhibition, actives largely listed as inhibitors | HEK293T ELG1-luciferase reporter, luminescence, 16 h; DNA damage induced by 5-fluorouridine | AID 504467; further: potency means the concentration at half of the fitted maximal effect; on the % scale 0 is the no-effect control and ±100 the full control effect; nearly all actives have a fitted effect of over 55% in size
#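 Overnight (16 hr) co-exposure of 2,000 cells/well to 5-fluorouridine and compound at 37 °C preceded detection. Luciferase was quantified via ONE-Glo luminescence; loss of signal denotes inhibition.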
# BRCA1 expr act = activators of BRCA1 expression; MCF7-BRCA1-FFLuc reporter, luminescence, 48 h; response scale: scaled: vehicle 0%, 10 µM genistein 100%; Potency, µM (titrated, usually from 46.1 µM), for inactives: at the highest dose activation, hits mostly activators; 380,000 compounds, 1.1% hits; further: potency means the concentration at half of the fitted maximal effect; nearly all actives have a fitted effect of over 80% in size; some results filed as inactive show a strong effect at the top dose
#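 MCF7 cells carrying a BRCA1-firefly luciferase reporter (2000 cells/well, phenol-red free MEM) were attached for 2 h at 37 °C, then given compounds for 48 h. Luminescence was read 15 min after luciferase reagent; activity normalized to genistein (10 microM) and DMSO.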
# p53 reactivator = mutant p53 re-activation in reporter cells. H1299 p53-A138V BP100-luciferase reporter, luminescence, 24 h. Potency, µM (titrated, usually from 92.2 µM), for inactives: top-dose activity change, positive = activation, usual class: activators. 320,000 compounds, 0.063% hits. AID 504706; further: potency means the concentration at half of the fitted maximal effect; % of control where 0% means no effect; nearly all actives have a fitted effect of over 45% in size
#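 H1299 (p53-null), stable ts p53-A138V + BP100-Luc; 1000 cells/well, Opti-MEM/10% FBS; cpd 4 pt, 1:5; 24 h, 37 deg C, 5% CO2; detection reagent 10 min RT; luminescence.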
# MLL CXXC-DNA inh = blocks binding of human MLL CXXC domain to DNA. AID 2662. Potency, µM (top dose mostly 115 µM), for the others: at the top dose activity change, negative = inhibition, actives largely listed as inhibitors. 290,000 compounds, 0.037% hits. Q03164. MLL-CXXC / FITC-HOXA9 DNA fluorescence polarization; active means well fitted inhibition curve with a large enough effect in the polarisation, with a control signal flat, not every such curve was filed as active; inconclusive means small, poorly fitted or top-dose-only effect, or effect the other way, or a change in a side signal; inactive means no such curve, though single readings can be large or run the other way; the % refers to the polarisation; further: potency means the concentration at half of the fitted maximal effect
#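 Fluorescence polarization: 7 uM MLL-CXXC (stock) preincubated 5 min with compounds, then 50 nM fluorescein-HOX-A9 DNA (stock) added; 30 min ambient. Buffer 50 mM Tris-HCl pH 7.5, 50 mM NaCl, 1 mM DTT, 0.05% BSA.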
# Starred values were filed as active, the others as inactive; ? = inconclusive; / = no result given; & = joins results of further samples; [ ] = dose if it differs, or a comment. Unless noted, the call rests on the fitted dose curve; in most records, active means well fitted curve in the direction sought with a large enough effect; inconclusive means small, poorly fitted or top-dose-only effect, or another doubt; inactive means no such curve, though single readings can be large; an effect the other way counts as inactive or inconclusive.
SMILES,TRPV1 agonist,B2AR arrestin,AT treatment,Integrin act MD,TSG101-PTAP inh,TCR activator,ELG1 DNA repair,BRCA1 expr act,p53 reactivator,MLL CXXC-DNA inh
CSc1ccc(S(=O)(=O)N2c3ccccc3CC2C)cc1 (stereo not given),-2,0.6%,-3%,-46%[inhibitor],2%,1%,-4%,-25%,-4%,2%
COc1ccc(NC(=O)NNC(=O)COc2ccc(Cl)cc2C)cc1OC,0,-0.2%,4%,?,-1%,3%,-2%,9%,0%,2%
Cc1cc(C)cc(NS(=O)(=O)c2ccc(NC(=S)NC(=O)c3ccc(Br)o3)cc2)c1,3,-0.1%,1%,3%,0%,-23%,?,-80%,-3%,23%
C/C(=N\NC(=O)COc1ccccc1F)c1cc2ccccc2o1,12,-0.2%,11%,11%,0%,-3%[46.1 µM],?,?,?,8%
COC(=O)c1ccc(N(CC(=O)NC2CCCC2)C(=O)c2ccc(C)s2)cc1,12,0.2%,-4%,8%,-3%,-1%,-9%,-17%,4%,-1%
Cc1cc(N2CCN(CC(O)C(F)(F)F)CC2)c2ccccc2n1 (stereo not given),1,-0.1%,23%,0%,-2%,0%,4%,6%,-3%,-8%
Fc1ccc(-c2ccc3c(c2)C2CC3CCN2)cc1 (stereo not given),/,/,/,0%,-12%,-144%,/,-25%,/,/
O=C1ON=C(c2ccccc2[N+](=O)[O-])/C1=C/c1cccc([N+](=O)[O-])c1O,-1,-0.2%,14%,-5%,0%,-10%,17%,0%,?,/
Cc1ccc(NC(=O)CSc2nnc(NC(=O)C(C)C)s2)c(C)c1,-2,-0.9%,1%,-3%,/,-1%,10%,-14%,-10%,4%
COc1ccc(C(CC(=O)O)NC(=O)COc2cc(C)ccc2C)cc1OC (stereo not given),3,-0.2%,0%,-13%,-9%,1%,-3%,-15%,3%,4%
O=C(NCC#CCSc1nnc(-c2cccc3ccccc23)o1)c1cccs1,/,-0.2%&-0.4%,-7%&-4%,/,/,/,?,/,4%,/
COc1ccccc1Nc1nccc(N(C)C)c1C#N,2,-1.4%,16%,-14%,-2%,4%,14%,-27%,0%,-10%
COc1cccc(/C=N/NC(=O)CCc2ccccc2)c1,18,-0.5%,-1%,9%,0%,-3%,10%,3%,0%,4%
O=C(c1ccc2c3c(cccc13)CC2)C1CCCN(Cc2ccncc2)C1 (stereo not given),26,-0.2%,6%,-46%[inhibitor],-15%,2%,?,-36%,-6%,3%
C=CCNC(=O)N1CCC(n2nccc2NC(=O)CCc2ccccc2)CC1,-2,0.4%,2%,-21%,-4%,-1%,?,6%,10%,12%
NS(=O)(=O)c1ccc(NC(=O)COC(=O)CCc2nc3ccccc3c(=O)[nH]2)cc1,2,0.2%,4%,-30%,0%,/,10%,4%,-3%,/
CCOc1ccc(CN(C)C(=O)CN2C(=O)NC3(CCCc4ccccc43)C2=O)cc1 (stereo not given),-6,0.0%,-8%,-34%,-4%,0%,?,-21%,0%,/
CCc1ccc(N2CC(C)Cn3c2nc2c3c(=O)[nH]c(=O)n2C)cc1 (stereo not given),20,0.2%,-12%,-10%,0%,4%,?,-30%,-2%,8%
Cc1ccc([N+](=O)[O-])c(C(=O)N/N=C/c2cccnc2)c1,?,4.5%,0%,-1%,-5%,-2%,7%,-45%,-1%,15%
CCOc1ccc(S(=O)(=O)Nc2ccc(F)cc2)c(C)c1C,13,0.2%,-4%,-23%,-7%,-5%,?,-39%,-3%,-3%
O=C(Nc1nnc(SCc2ccccn2)s1)C1CC(=O)N(c2ccccc2)C1 (stereo not given),2,-0.2%,-1%,-2%,0%,11%[46.1 µM],5%,-4%,-6%,-1%
O=C1CC(c2cccc(Cl)c2)Cc2nc(N3CCOCC3)ncc21 (stereo not given),?,-0.1%,14%,7%,-1%,-6%,?,-1%,-8%,-5%
C=CC[C@@H](CC(=O)NCCO)C(=O)N[C@@H](C)COC(=O)[C@@H](CC=C)Cc1ccc(F)cc1,/,0.3%,-4%,27%,1%,-3%,10%,0%,-1%,/
C=C1CCC[C@]2(C)C[C@H]3OC(=O)C(CNC(C)CCCC(C)C)[C@H]3CC12 (stereo not given in full),-6,0.2%,-9%,-24%,-1%,1%,-16%,-54%,6%,6%
Oc1cccc(C(=S)N2CCN(Cc3ccccc3)CC2)c1,-3,-0.4%,-3%,-11%,-2%,8%,-1%,9%,-7%,1%
COc1cc(C(=O)NCC(=O)N/N=C/c2cccs2)cc(OC)c1OC,3,-0.3%,-1%,28%,-5%,0%[46.1 µM],7%,15%,-6%,4%
CCCC1CCC(c2ccc(C(N)=O)cc2)CC1 (stereo not given),1,-0.1%,8%,-16%,-1%,-5%,-13%,9%,8%,16%
O=C(COc1ccc(Br)cc1Cl)NC(=S)N1CCc2ccccc21,0,0.6%,3%,?,0%,-1%[46.1 µM],?,59%,19%,-7%
O=C(COC(=O)c1cncc(Br)c1)NC1CCCCCC1,8,0.2%,2%,-15%,-4%,13%,7%,1%,-1%,-5%
CC(=O)Nc1cccc(OCC(=O)NC(C)C(C)C)c1 (stereo not given),2,0.2%,-2%,-2%,-17%,-2%,6%,0%,-7%,-1%
CN(CC(=O)Nc1ccc(F)c(F)c1F)C(=O)Cc1ccc(S(=O)(=O)N2CCOCC2)s1,/,/,/,-14%,0%,-1%,/,-13%,/,/
CCCCc1cc(=O)oc2cc(O)cc(O)c12,0,-1.1%,-5%,-15%,-6%,-8%,-13%,-10%,-2%,7%
O=C1CC(NN2CCCCC2)C(=O)N1c1ccccc1 (stereo not given),-1,0.3%,-2%,-17%,-4%,1%,16%,36%,3%,15%
O=C(c1ccco1)N1CCN(c2cc(=O)n(-c3ccc(Cl)cc3)c(=O)[nH]2)CC1,-2,-0.4%,11%,23%,-3%,-2%,24%,-3%,0%,-10%
COc1ccc(Cn2cnc3c(N)c(C)c(C)cc32)cc1,4,0.4%,2%,13%,0%,-60%,2%,-18%,-5%,1%
Cn1nc(C(F)(F)F)c2cc(NC(=O)OCc3ccc(C(C)(C)C)cc3)sc21,-2,0.1%,-4%,-10%,0%,-4%,?,-56%,4%,5%
CC1=NOC(=O)/C1=C/c1ccc(O)cc1,0,0.0%,-2%,-18%,-1%,-14%,?,-1%,4%,22%
O=C(Cn1ccc(C(F)(F)F)n1)N/N=C/c1cccs1,-1,-1.6%,-6%,-6%,1%,-8%[46.1 µM],-3%,-6%,0%,0%
CC(C)C(NC(=O)c1ccccc1)c1nnc(SCC(=O)NC2CCCC2)n1C (stereo not given),1,-0.2%,0%,11%,-4%,10%,8%,-10%,-1%,19%
O=C(O)c1cc(Cl)ccc1OS(=O)(=O)c1ccc(Cl)s1,/,-0.3%,11%,28%,-1%,6%,13%,-11%,6%,/
Cc1ccc(S(=O)(=O)N2CCOCC2)cc1C(=O)N1CCC(Cc2ccccc2)CC1,27,0.4%,6%,2%,-3%,1%,-11%,-26%,-1%,0%
Cc1cc(C)cc(NC(=S)N2CCC(NC(=O)C3CCCCC3)CC2)c1,-6,0.1%,3%,-5%,0%,1%,19%,-8%,-1%,7%
CCOc1ccccc1CNC(=O)CCNS(=O)(=O)c1ccc2[nH]c(=O)oc2c1,-3,-0.9%,5%,9%,-7%,8%,11%,12%,-8%,22%
Cc1ccc(-c2cc(C(=O)N3CCN(C4CCS(=O)(=O)C4)CC3)c3ccccc3n2)cc1 (stereo not given),2,-0.2%,8%,9%,-4%,-9%,26%,49%,14%,/
Nc1c(C(=O)Nc2cccc(F)c2)nnn1-c1cccc(C(F)(F)F)c1,5,0.0%,3%,10%,3%,6%,?,71%,5%,6%
CCN1C(=O)[C@@H]2[C@H](C1=O)[C@@H]1C(=O)Nc3ccccc3C(=O)N1[C@@H]2c1ccc(Br)cc1,-2,0.1%,-4%,20%,3%,7%,2%,-4%,2%,/
CCCCN(C)C1=Nc2cccc3cccc1c23,2,-1.0%,/,16%,-1%,-1%,-10%,6%,1%,-15%
CC(=O)CC(=O)Nc1ccc2ccccc2c1,-1,-0.3%,0%,-9%,-1%,-8%,?,27%,6%,?
Cc1ccccc1Nc1ncccc1C(=O)N1CCOCC1,3,-0.5%,5%,-8%,-2%,3%,9%,3%,3%,-4%

# Two entries drawn at random from those above, as already listed:
SMILES,TRPV1 agonist,B2AR arrestin,AT treatment,Integrin act MD,TSG101-PTAP inh,TCR activator,ELG1 DNA repair,BRCA1 expr act,p53 reactivator,MLL CXXC-DNA inh
Nc1c(C(=O)Nc2cccc(F)c2)nnn1-c1cccc(C(F)(F)F)c1,5,0.0%,3%,10%,3%,6%,?,71%,5%,6%
CCOc1ccccc1CNC(=O)CCNS(=O)(=O)c1ccc2[nH]c(=O)oc2c1,-3,-0.9%,5%,9%,-7%,8%,11%,12%,-8%,22%

# Source: PubChem BioAssay
